Rin1-Abl PPI inh: inhibitors of human Rin1-Abl protein interaction | P00519+Q13671 | TR-FRET Rin1/Abl binding, biochemical | actives 0.4% (n = 360,000) | inhibition, % at 7.35 µM; in the data active = inhibition above about 5%, passing the limit was not always enough
FAS-TE inh: inhibitors of human fatty acid synthase thioesterase domain; actives 0.67% (n = 360,000); P49327; inhibition, % at 15 µM; recombinant FAS-TE, OMFH fluorogenic substrate, fluorescence endpoint; AID 602261;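 active = compounds whose normalised, plate-corrected inhibition of enzyme fluorescence in the single-dose primary screen is 50% or more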;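 note: 0% = DMSO with enzyme and 100% = substrate without enzyme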
Neddylation inh: blocks human cullin neddylation; P61081+Q13564; TR-FRET cullin neddylation, biochemical; calls only at 25 µM; actives 0.58% (n = 360,000); AID 651699; in the data active = inhibition above about 36%
Target sequence (P61081 whole entry, looked up): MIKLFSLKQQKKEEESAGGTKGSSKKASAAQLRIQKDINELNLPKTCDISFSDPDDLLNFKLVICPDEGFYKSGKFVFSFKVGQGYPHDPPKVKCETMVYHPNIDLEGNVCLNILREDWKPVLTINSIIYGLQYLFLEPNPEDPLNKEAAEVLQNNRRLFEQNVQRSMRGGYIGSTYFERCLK
Target sequence (Q13564 whole entry, looked up): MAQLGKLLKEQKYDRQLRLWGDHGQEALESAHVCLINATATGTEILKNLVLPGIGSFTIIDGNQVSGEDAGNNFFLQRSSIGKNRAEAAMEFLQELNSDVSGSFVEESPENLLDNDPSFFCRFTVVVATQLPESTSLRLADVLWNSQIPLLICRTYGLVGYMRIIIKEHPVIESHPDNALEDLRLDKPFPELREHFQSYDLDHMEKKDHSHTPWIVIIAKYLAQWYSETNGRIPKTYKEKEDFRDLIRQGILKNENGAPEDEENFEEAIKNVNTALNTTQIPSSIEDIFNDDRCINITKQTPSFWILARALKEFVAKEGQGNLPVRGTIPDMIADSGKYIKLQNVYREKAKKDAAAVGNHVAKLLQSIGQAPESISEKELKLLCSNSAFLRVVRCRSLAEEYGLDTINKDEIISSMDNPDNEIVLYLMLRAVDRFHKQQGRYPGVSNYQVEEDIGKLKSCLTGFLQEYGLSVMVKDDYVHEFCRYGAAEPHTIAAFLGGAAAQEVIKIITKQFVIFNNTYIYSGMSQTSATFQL
CSN deneddyl inh: inhibitors of human CSN-mediated cullin deneddylation. Q92905. Purified CSN, SCF-Nedd8-OG deneddylation, fluorescence polarization. inhibition, % at 12.5 µM. actives 0.38% (n = 360,000);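 active = pattern-corrected inhibition above about 35%, with an unprinted fluorescence ratio check between 0.5 and 1.5, limit read from the data, passing the limit was not always enough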;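 note: 0% = enzyme with substrate and 100% = substrate without enzyme; some results filed as inactive read as strong as hits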
Target sequence (Q92905 whole entry, looked up, one chain of several): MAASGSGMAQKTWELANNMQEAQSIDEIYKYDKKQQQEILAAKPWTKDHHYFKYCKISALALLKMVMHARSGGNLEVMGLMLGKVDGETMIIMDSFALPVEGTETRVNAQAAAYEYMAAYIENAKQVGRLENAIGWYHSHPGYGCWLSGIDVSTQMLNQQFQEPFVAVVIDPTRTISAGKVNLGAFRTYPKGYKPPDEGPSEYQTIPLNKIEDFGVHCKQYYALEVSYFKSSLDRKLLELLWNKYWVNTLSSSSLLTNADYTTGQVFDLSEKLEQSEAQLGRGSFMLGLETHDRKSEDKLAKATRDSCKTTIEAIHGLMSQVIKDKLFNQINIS
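test system = HEK293T-derived human Csn5 enzyme | amount = 0.24 nM Csn5 enzyme, final concentration | medium = Tris/NaCl/DTT buffer, pH 7.5 | schedule = 90 min reaction at room temperature | signal = FP | evaluation = inhibition of Csn5 cleavage, % | compound dosing = single dose of 12.5 µM compound with 0.25% DMSO | probe or stimulus = 10 nM SCFSkp2-Nedd8OG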
MLLE-PAM2 inh: blocks PAM2 peptide binding to the PABP1 MLLE domain; GST-MLLE / FITC-PAM2 fluorescence polarization; inhibition, % at 20 µM; actives 0.36% (n = 360,000); AID 588489; in the data active = inhibition above about 35%, passing the limit was not always enough;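 note: plate controls were DMSO wells with GST-MLLE for no effect and wells lacking GST-MLLE protein for full effect; some results filed as inactive read as strong as hits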
NadD block: blocks S. aureus nicotinate mononucleotide adenylyltransferase; actives 0.78% (n = 360,000); inhibition, % at 20 µM; purified NadD enzyme, colorimetric absorbance read-out; in the data active = inhibition above about 26%; note: some compounds past the cut are filed as inactive
Rpn11 inh: blocks the human proteasome subunit Rpn11. O00487. human 26S proteasome, Ub4-pepOG fluorescence polarization; 20S core pre-blocked with epoxomicin. calls only at 20 µM. actives 0.59% (n = 360,000);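 active = inhibition at 20 µM, scaled to each plate's controls, above about 33%, limit read from the data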
MT1-MMP act inh: MT1-MMP (human) activation inhibition; P50281; HT1080 RFP-PRO-GFP cells, GFP/RFP ratio fluorescence, overnight; percent of plate control window, DMSO zero; GFP/RFP ratio change, % at 20 µM; actives 0.061% (n = 360,000); AID 651647;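 active = GFP/RFP ratio change of at least 30% with cell ATP level not reduced by more than half and red fluorescence within 50% of control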; note: strong numbers were not always called active
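Test system: HT1080 cells expressing an RFP-PRO-GFP fluorescent reporter construct / Compound dosing: single-point 20 µM compound, 1% DMSO / Schedule: cells overnight before dosing, compound overnight, 37 °C, 5% CO2 / Evaluation: GFP/RFP fluorescence ratio / Control set: DMSO and RFP-L50D-GFP cell wells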
SKN-1 inh: C. elegans SKN-1 inhibition. C. elegans VP596 Pgst-4::GFP/RFP ratio, acrylamide-induced, 24 h. inhibition, % at 21.8 µM. AID 624304. actives 0.49% (n = 360,000);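 active = interference check ratio from 0.5 to 1.5 plus GFP to RFP signal ratio inhibition reaching or exceeding a fixed threshold, cut at about 30% in these data, passing the limit was not always enough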; note: some compounds called inactive have numbers as strong as hits
Numbers without * were called inactive; i = inactive; · = not tested or not shown; + = active, no number. Outcome played no part in choosing rows; overall some 3.9% were active at least once.

Value order: Rin1-Abl PPI inh, FAS-TE inh, Neddylation inh, CSN deneddyl inh, MLLE-PAM2 inh, NadD block, Rpn11 inh, MT1-MMP act inh, SKN-1 inh
(1) COC(=O)[C@]1(C)CCC[C@@]2(C)C3CC[C@@]4(C)C[C@]3(CCC21)CC(=O)N4 (stereo not given in full)
  7, -5, i, 3, 4, -4, i, 1, -14
(2) CCNC(=O)Nc1cc(OC)c(OC)cc1C(=O)O
  -2, -10, ·, 3, 8, -8, i, 2, -8
(3) O=S(=O)(c1ccc2nc(-c3ccco3)c(-c3ccco3)nc2c1)N1CCOCC1
  0, 2, i, 36, 23, 11, i, -1, -3
(4) CC1CN(Cc2nc3c(c(=O)n(C)c(=O)n3C)n2Cc2cccc(Cl)c2)CC(C)O1 (stereo not given)
  0, 16, i, -2, 3, 2, i, 5, 6
(5) O=C(NCCN1CCOCC1)/C(=C/c1ccccc1)NC(=O)c1ccccc1
  -2, -7, i, -1, 8, -13, i, 2, 17
(6) CCCCCCn1c(=O)n2n(c1=O)[C@@H]1CN(S(=O)(=O)c3ccc(C)cc3)C[C@]1(O)[C@@H](OC(=O)NC1CCCC1)C2
  -3, 7, i, -3, -4, -2, i, 1, -20
(7) CCC(=O)Nc1ccc(NC(=O)c2ccc3ccccc3c2)cc1
  -1, -6, i, -2, 8, -1, i, -4, 5
(8) COC(=O)C1=CNC=C(C(=O)OC)C1c1ccc(C(=O)OC)cc1
  0, -9, ·, 1, -10, 5, i, 5, -13
(9) COc1ccc(CCNC(=O)c2ccc3nc4cc(Cl)ccc4c(=O)n3c2)cc1OC
  2, 1, +, 4, -4, 5, i, -1, 2
(10) COc1ccc(Cn2cc([N+](=O)[O-])nc2C)cc1[N+](=O)[O-]
  0, 0, i, -3, -2, -5, i, 4, -14
(11) COc1ccc(-c2nnc(NC(=O)c3ccc([N+](=O)[O-])o3)o2)c(OC)c1
  5, 4, i, -2, 0, 5, i, 5, 7
(12) CCS(=O)(=O)C1=NN2C(=N)/C(=C\c3ccc(OC(=O)c4ccco4)c(OC)c3)C(=O)N=C2S1
  1, 2, i, 22, -31, 4, +, -60, 4
(13) CC(=O)OCC(=O)NCCCOc1cccc(CN2CCCCC2)c1
  -3, -6, i, 2, -5, -5, i, 3, -12
(14) Cc1cc(NS(=O)(=O)c2ccc(Nc3nc(-c4sc(N)nc4C)cs3)cc2)no1
  3, 14, i, 73*, -37, 37*, +, -13, 29
(15) Cc1cc2cc(CNC(=S)Nc3ccc(OC(F)(F)F)cc3)ccc2n1C
  6, -4, i, 5, 46*, 25, i, 50, 57*
(16) NC(Cc1ccc(F)cc1)c1csc(Nc2cc(NCc3ccco3)ncn2)n1 (stereo not given)
  0, -7, i, 4, -17, 13, i, -10, -1
(17) Cc1cc(SCC(=O)NC(=O)NCc2ccco2)nc2ccccc12
  -3, 12, i, 2, 7, 6, i, -2, 3
(18) CC(CCc1ccccc1)NC(=O)CCNC(=O)c1ccccc1Cl (stereo not given)
  1, -4, i, -1, 0, -3, i, 2, -24
(19) O=C(Cn1nnc(-c2cccs2)n1)NCCc1ccccc1
  2, -5, i, 7, 0, 1, i, 6, -14
(20) CC(C)C1C(C#N)=C(N)SC(N)=C1C#N
  -1, -11, i, 2, 25, -3, i, -4, -19
(21) O=C(NCCS(=O)c1ccc(Cl)cc1)c1cccc(Cl)c1 (stereo not given)
  6, 1, i, -1, -6, -6, i, 5, -3
(22) Nc1nc2c3ccccc3nc(C3CC3)n2n1
  -3, -3, i, 0, -7, -5, i, 6, -1
(23) Cc1cc(-c2nc3ncccc3o2)ccc1NC(=O)c1ccc([N+](=O)[O-])o1
  0, -6, i, 1, -5, 9, i, -1, -13
(24) CCn1nc(CC(=O)O)c2ccccc2c1=O
  3, -3, i, 1, 5, -1, +, 3, -3
(25) CN(Cc1ccccc1)C(=O)c1nc2ccccn2c1CN1CCc2sccc2C1
  9.8*, 7, i, -7, -1, -2, i, -5, -3
(26) CCCC#Cc1cnc2c(c1)C(=O)N([C@H](C)CO)C[C@H](C)[C@@H](CN(C)C(=O)CCN1CCCCC1)O2
  0, -6, i, 3, -43, 10, i, 5, 4
(27) CC1(OC(=O)C2CCCC2)C(=O)C=C2C=C(c3ccsc3)N(CC3CC3)C=C2C1=O (stereo not given)
  3, -10, i, -4, -9, 0, i, -2, 10
(28) CN(CC(=O)N1CCCCCC1)S(=O)(=O)c1ccc(Br)cc1
  1, -4, i, 0, 5, 3, i, 1, 11
(29) COc1ccc(C)cc1NC(=O)COC(=O)c1ccc2ccccc2n1
  -2, 0, i, 1, -6, 19, i, 1, 3
(30) COc1ccc(CC(=O)OCC(=O)Nc2ncc(Cl)c(C)c2Cl)cc1
  2, 3, i, 4, 8, -3, i, 3, 12
(31) Cc1cc(C)c(C(=O)COC(=O)C2CC3CCCC(C2)C3=O)c(C)c1 (stereo not given)
  -1, 12, i, -1, -8, -3, i, -3, -7
(32) O=C(O)c1ccc(N2C(=O)CC(Cc3ccccc3)C2=O)cc1 (stereo not given)
  2, -11, i, 0, -1, 6, i, 0, -11
(33) Cc1cc(C(=O)N/N=C/c2ccc([N+](=O)[O-])s2)n[nH]1
  -1, -1, i, -4, -8, -2, i, -6, 22
(34) Cc1cc(S(=O)(=O)c2ccc([N+](=O)[O-])cn2)ccc1Br
  -5, 38, i, 0, 25, 0, i, -4, 6
(35) CCCc1cc2c(cc1NC(=O)c1ccco1)OCO2
  0, 1, i, 7, 6, 1, i, 0, 4
(36) COc1ccc(/C=C2/N=C(SC)NC2=O)cc1OC
  -6, -3, i, 1, -96, -6, i, 2, -2
(37) CCOc1ccc(S(=O)(=O)N2CCOCC2)cc1NS(=O)(=O)c1ccc(OC)c([N+](=O)[O-])c1
  -2, -4, i, -1, 3, -3, i, 1, 6
(38) Cc1ccc(/C=C/C(=O)NCc2cccs2)cc1
  1, -9, i, -1, 6, -6, i, -3, 6
(39) COc1ccccc1CCNC(=O)c1cnccn1
  3, -6, i, -4, -15, -5, i, 2, -7
(40) N#CC1=C(N)Oc2n[nH]c(-c3cccnc3)c2C1c1ccc([N+](=O)[O-])o1 (stereo not given)
  1, -1, i, 5, 9, -5, i, 7, 68
(41) C=C(C)CN1C(=O)C(C)SC1=NN=C1SCC(=O)N1C (stereo not given)
  5, -8, i, 4, 2, -4, i, -5, 0
(42) O=C(C1CCC(=O)N(C2CCCCCC2)C1)N1CCN(c2ccccc2Cl)CC1 (stereo not given)
  0, -2, i, 3, -4, 4, i, 5, 4
(43) COc1cccc(OC)c1C(=O)OCC(=O)N1CCC(Cc2ccccc2)CC1
  1, -5, i, -2, 7, 3, i, -1, 5
(44) Cc1cccc(CN2CCN(Cc3cccc(-n4cccn4)c3)CC2CCO)n1 (stereo not given)
  6, -1, i, -16, 6, -6, i, 1, 4
(45) O=C(COC(=O)C1CC1)NC(=O)NCc1ccccc1
  -5, 3, i, 0, 1, -6, i, 2, -15
(46) Cc1ccccc1C(c1ncccc1C)N(C)C(=O)C1CCN(CCOc2ccc(Cl)cc2Cl)CC1 (stereo not given)
  -7, 16, i, 1, -1, -8, i, -1, -10
(47) Cc1ccc(C(=O)OCc2nnc(-c3ccccc3)o2)s1
  0, 5, i, -6, -6, -6, i, -1, -4
(48) O=C(CSc1nncn1-c1ccccc1)NCc1cccs1
  -2, -10, i, 0, 14, -4, i, 2, -6
(49) O=C(O)c1ccc(CSc2nc3ccccc3o2)cc1
  3, -4, i, -1, 14, 0, i, 4, 6
(50) CC(C)C(NS(=O)(=O)c1ccccc1)C(=O)OCc1cc([N+](=O)[O-])cc2c1OCOC2 (stereo not given)
  0, 21, i, -5, -7, -2, i, -4, 9
(51) CCOC(=O)c1cc(C)sc1/N=C/C1=C(O)CCCC1=O
  0, -7, i, 5, 29, 3, i, 3, -2
(52) CCn1c(=O)[nH]c2cc(Cl)c(Cl)cc21
  -3, 9, i, -2, -5, 5, i, -4, 10
(53) C=CCNC(=O)CN1CCC(n2nnc3cc(C(F)(F)F)ccc32)CC1
  -1, -5, i, 3, 3, 0, i, 5, -7
(54) Cc1noc(C)c1CSCC(=O)Nc1nc2ccccc2s1
  3, 1, i, 1, 11, -1, i, 0, 2
(55) CCC(=O)Nc1nnc(-c2ccncc2)s1
  -3, -8, +, 5, 10, 0, i, 0, 6
(56) Cn1nnnc1SCC(=O)NCc1ccco1
  2, -9, i, -1, -1, 5, i, -2, 6
(57) NC(=O)c1nc(-c2cccs2)nc2c1[nH]c(=O)n2-c1ccc(F)cc1
  1, -5, i, 3, 18, 10, i, -4, -5
(58) CCn1c(COc2ccccc2C)nnc1SCC(=O)O
  -3, -8, i, 2, -22, 1, i, 3, 14
(59) Cc1cc(Cl)ccc1OCC(=O)Nc1ccccc1C(=O)N1CCOCC1
  1, -3, i, 2, 7, -1, i, -1, 13
(60) CCOC(=O)c1c(C)[nH]c(C(=O)COC(=O)c2ccncc2)c1C
  1, -7, i, -1, -22, -3, i, -1, -8

Printed as active in Rpn11 inh, of those listed so far:
# | structure | Rin1-Abl PPI inh | Neddylation inh | CSN deneddyl inh | MLLE-PAM2 inh | NadD block | Rpn11 inh | MT1-MMP act inh | SKN-1 inh
12 | CCS(=O)(=O)C1=NN2C(=N)/C(=C\c3ccc(OC(=O)c4ccco4)c(OC)c3)C(=O)N=C2S1 | 1 | i | 22 | -31 | 4 | + | -60 | 4
14 | Cc1cc(NS(=O)(=O)c2ccc(Nc3nc(-c4sc(N)nc4C)cs3)cc2)no1 | 3 | i | 73* | -37 | 37* | + | -13 | 29
24 | CCn1nc(CC(=O)O)c2ccccc2c1=O | 3 | i | 1 | 5 | -1 | + | 3 | -3

More entries
Value order: Rin1-Abl PPI inh, FAS-TE inh, Neddylation inh, CSN deneddyl inh, MLLE-PAM2 inh, NadD block, Rpn11 inh, MT1-MMP act inh, SKN-1 inh
(61) Cc1cccc(NC(=O)NC2CCCc3ccccc32)c1 (stereo not given)
  -1, 8, i, -2, 5, 5, i, -10, -11
(62) Cc1oc(-c2ccccc2F)nc1CN1CCC(C(=O)NC2CC2)CC1
  -2, -7, i, 0, -12, -2, i, -3, -6
(63) O=C(CSc1nnc(NC(=O)c2ccco2)s1)Nc1cccc(F)c1
  0, -4, i, -2, 16, -11, i, 0, -6
(64) O=C(/C=C/Nc1ccccc1)c1cnc(-c2ccccc2)s1
  0, 0, i, 2, -12, 0, i, -3, 1
(65) Cn1c(N)c(C(=O)COC(=O)c2ccc3c(c2)C(=O)N(c2ccc(Cl)cc2)C3=O)c(=O)n(C)c1=O
  -5, 7, i, 8, 10, -2, i, 1, -3

Screening data as filed in PubChem BioAssay.
